Mito fusion act = inhibitors of mitochondrial division or activators of mitochondrial fusion; S. cerevisiae fusion-defective mutant growth rescue, CellTiterGlo 48 h; Potency, µM (titrated, usually from 46.1 µM), inactives show at the highest dose growth rescue (activation), usual class: activators; 320,000 tested, 0.23% active; AID 485298;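 further: potency means the concentration at half of the fitted maximal effect; % of control where 0% means no effect; nearly all actives have a fitted effect of over 45% in size; temperature-sensitive fusion mutants such as fzo1-1 at 37 °C on non-fermentable ethanol glycerol medium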
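Compounds are tested for their ability to restore growth of mitochondrial fusion-defective yeast strains at non-permissive 37C in YPEG medium over 48 hours. Viability is quantified by luciferase luminescence.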
KCNH2 3.1 block = inhibitors of human KCNH2 3.1 potassium channel isoform; 340,000 tested, 0.95% active; U2OS KCNH2 3.1, thallium flux FluxOr; active compounds read low; activity change, % (tested at about 1.8 µM);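 active means maximum activity change below -70%; inconclusive means maximum activity change from -70% to -50%; inactive means maximum activity change above -50%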;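 further: thallium influx rate constant from kinetic fluorescence after stimulation buffer; on the % scale 0 is the no-effect control and ±100 the full control effect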
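Thallium flux read-out: FluxOr dye with Red40 quencher in HBSS/HEPES, 45 min at RT. Rate constants from kinetic reads were normalized to positive and negative DMSO controls. Cells: U2OS virally expressing the 3.1 isoform.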
USP2a block = inhibitors of human ubiquitin-specific protease USP2a. O75604. USP2 core, Ub-CHOP2 coupled fluorogenic reporter, 485/531. 330,000 tested, 0.01% active. AID 463254. Potency, µM (highest dose often 38.3 µM), for the others: at the top dose activity change, negative = inhibition, actives largely listed as inhibitors;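 further: potency means the concentration at half of the fitted maximal effect; plate controls were DMSO wells for no effect and full inhibition by NEM control for full effect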
Target sequence (O75604 whole entry, looked up): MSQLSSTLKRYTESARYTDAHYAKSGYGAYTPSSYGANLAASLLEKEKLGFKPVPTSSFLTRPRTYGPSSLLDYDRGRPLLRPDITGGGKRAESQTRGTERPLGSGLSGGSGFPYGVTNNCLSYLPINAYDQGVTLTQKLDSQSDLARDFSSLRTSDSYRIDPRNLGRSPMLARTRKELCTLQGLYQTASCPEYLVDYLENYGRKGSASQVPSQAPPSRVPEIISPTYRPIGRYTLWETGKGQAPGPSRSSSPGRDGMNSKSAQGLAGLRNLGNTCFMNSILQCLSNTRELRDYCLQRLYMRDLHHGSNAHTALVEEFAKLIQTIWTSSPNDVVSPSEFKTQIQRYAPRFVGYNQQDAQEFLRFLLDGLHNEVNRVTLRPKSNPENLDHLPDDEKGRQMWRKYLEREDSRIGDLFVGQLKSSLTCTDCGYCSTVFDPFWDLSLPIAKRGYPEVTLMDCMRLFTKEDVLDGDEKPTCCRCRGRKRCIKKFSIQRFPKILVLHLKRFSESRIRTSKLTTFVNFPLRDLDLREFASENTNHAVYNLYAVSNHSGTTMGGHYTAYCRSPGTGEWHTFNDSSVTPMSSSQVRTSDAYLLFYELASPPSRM
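USP2 core (10nM final) preincubated 30min RT with compound in 20mM Tris-HCl pH 8.0, 2mM CaCl2, 2mM beta-mercaptoethanol, 0.05% CHAPS; 25nM Ub-CHOP2 plus 25nM reporter substrate added, fluorescence (Ex485/Em531) read after 60min.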
AT treatment = candidate therapy for ataxia-telangiectasia; 320,000 tested, 0.19% active; AID 485349; […] A-T fibroblasts, KAP-1 phosphorylation AlphaLISA; neocarzinostatin DNA damage 30 min before lysis; Potency, µM (highest dose often 57.5 µM), for inactives: at the highest dose activation, usual class: activators; further: potency means the concentration at half of the fitted maximal effect; % of control where 0% means no effect; nearly all actives have a fitted effect of over 45% in size
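hTERT-immortalized A-T patient fibroblasts ([…]), 500 cells/well in OPTI-MEM, 1% FBS, got compounds for 60 min, then NCS for 30 min at 37C. Lysates were then assayed for phospho-KAP-1 by AlphaLISA (anti-pKAP1 donor, anti-KAP1 acceptor beads), 6 hr at 25C.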
TSHR antag = antagonists of human thyroid stimulating hormone receptor. TSHR-expressing cells, TSH-stimulated cAMP HTRF, 2 h; active compounds read low. activity change, negative = inhibition, % at 11.5 µM. 330,000 tested, 0.2% active. AID 504810;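 active means activity change below a set negative limit, meaning inhibition stronger than a set level, cut at about -70% in these data; inconclusive means activity change between two set negative limits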; further: on the % scale 0 is the no-effect control and ±100 the full control effect
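Antagonism was scored as loss of TSH-driven cAMP in TSHR cells, stimulated with 4nM TSH (EC80) for 2 hours at 37 deg C and detected by homogeneous HTRF competition immunoassay.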
TRPV1 agonist = agonists of human vanilloid receptor 1 (TRPV1); activation, % at 8.33 µM; 320,000 tested, 0.19% active; TRPV1-expressing cells, Fluo-8 calcium influx, agonist mode; Q8NER1; in the data active means activation above about 80%; inconclusive means between about 30% and that limit; further: 0% is about no effect
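TRPV1-expressing cells were cultured overnight at 35.5C and loaded with Fluo-8 calcium dye for 40 to 90 min at room temperature. After a 10 s baseline, compound was added and calcium influx was read kinetically for 3 min (ex 480/em 520 nm).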
TCR activator = activates T cell receptor signaling. primary human leukocytes, anti-CD3, IL-2 HTRF, 48 h. Potency, µM (top dose mostly 9.22 µM), without a hit: at the highest dose activation of IL-2 secretion, hits mostly activators. 330,000 tested, under 10 active. AID 504894; further: % of control where 0% means no effect
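Human primary leukocytes + a-CD3 beads + cpd, 48 hr; IL-2 in supernatant by HTRF (ex 320nm / em 665nm). No co-stimulatory signal supplied.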
KCNH2 WT inh = blocks the wildtype human KCNH2 potassium channel. Q12809. AID 720551. activity change, % at 1.84 µM. U2OS, BacMam KCNH2, thallium flux FluxOr; active compounds read low. 340,000 tested, 0.37% active;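 active means maximum activity change below -70%; inconclusive means maximum activity change between -70% and -50%; inactive means maximum activity change above -50%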; further: on the % scale 0 is the no-effect control and ±100 the full control effect
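U2OS cells were transduced with wild-type KCNH2 virus (2.03 x 10^8 / mL) for 4 h at room temperature, then cultured overnight at 37 C. Thallium flux was read with FluxOr dye. Rate constants were normalized to DMSO controls.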
ELG1 DNA repair = ELG1-dependent DNA repair inhibition; HEK293T ELG1-luciferase reporter, luminescence, 16 h; DNA damage induced by 5-fluorouridine; AID 504467; 330,000 tested, 2.3% active; Potency, µM (titrated, usually from 46.1 µM), for inactives: at the highest dose activity change, negative = inhibition, hits mostly inhibitors; further: potency means the concentration at half of the fitted maximal effect; on the % scale 0 is the no-effect control and ±100 the full control effect; nearly all actives have a fitted effect of over 55% in size
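5-Fluorouridine DNA damage + compound/DMSO, 2,000 cells/well, 16 h, 37 °C/5% CO2. ONE-Glo, 30 min RT, luminescence. Readout = decrease in reporter signal.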
Eya2 inh = inhibitors of human Eya2 phosphatase activity; O00167; recombinant Eya2, OMFP fluorescence dephosphorylation (OMFP is methylfluorescein phosphate); Potency, µM (series often up to 76.9 µM), without a hit: at the highest dose activity, negative = inhibition, most hits filed as inhibitors; 330,000 tested, 0.006% active; AID 488837; further: potency means the concentration at half of the fitted maximal effect; on the % scale 0 is the no-effect control and ±100 the full control effect
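Eya2 (0.2 uM) preincubated 10 min at ambient with compound, then OMFP substrate added at 50 uM; 10 min reaction in 50 mM HEPES pH 7.5, 50 mM NaCl, 5 uM MgCl2, 0.05% BSA, 1 mM DTT. Fluorescence read at Ex 485/Em 525 nm.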
* = called active by the depositor; ? = inconclusive; / = no result given; & = joins results of further samples; [ ] = dose if it differs, or a comment. Unless noted, the call rests on the fitted dose curve; in most records, active means well fitted curve in the direction sought with a large enough effect; inconclusive means small, poorly fitted or top-dose-only effect, or another doubt; inactive means no such curve, though single readings can be large; an effect the other way counts as inactive or inconclusive. The list is partial; the hit share may differ from the screen's.

SMILES,ELG1 DNA repair,TCR activator,TRPV1 agonist,TSHR antag,USP2a block,Mito fusion act,AT treatment,KCNH2 3.1 block,KCNH2 WT inh,Eya2 inh
Cc1[nH]n2c(=O)cc(C(C)C)nc2c1-c1ccccc1,?,-5%,5,3,-2%,1%,-9%,7,4,23%
O=C(Nc1cccc(C(=O)N2CCCCCC2)c1)c1ccco1,18%,2%,-1,-5,3%,22%,3%,-4,-4,-22%
COc1cccc(Cn2cnc3c([N+](=O)[O-])c(C)c(C)cc32)c1,-24%,-6%,5,-3,7%,0%,9%,-11,-7,-22%
CSc1ccc(C2NC(=O)c3c(sc4c3CCN(C)C4)N2)cc1 (configuration not stated),17%,3%,-3,-10,7%,1%,5%,3,-4,15%
CCN(Cc1ccncc1)C(=O)c1ccc(Br)o1,9%,-6%,1,5,0%,-1%,9%,13,0,-15%
CCCc1nnc(NC(=O)CCC(=O)NCc2ccc(OC)cc2)s1,10%,8%,0,0,0%,0%,5%,12,-2,7%
O=C(NCC(c1ccco1)N1CCN(c2ccccc2)CC1)OCc1ccccc1 (configuration not stated),-27%,-5%[46.1 µM],-4,7,0%,?,/,-2,2,-5%
CC(C)(C)c1cc(Cl)ccc1OCCn1ccnc1,-2%,9%,0,17,-4%,-3%,-9%,17,13,-2%
COc1ccc(N(C(=O)CNS(=O)(=O)c2ccccc2)C(C(=O)NCc2ccco2)C(C)C)cc1 (configuration not stated),-2%,0%,-2,-4,0%,2%,-2%,-8,-19,-20%
Cc1cccc(N2C(=O)CC(n3ccnc3)C2=O)c1C (configuration not stated),2%,-6%,1,-2,9%,19%,4%,9,-11,-15%
Cc1ccc(S(=O)(=O)N(C)C)cc1NC(=O)c1cc(=O)c2ccccc2o1,4%,0%,-1,-7,1%,-5%,-1%,11,6,-3%
CN(C)c1oc(-c2ccc(Cl)cc2)nc1S(=O)(=O)c1ccccc1,-3%,-6%[46.1 µM],6,-2,2%,6%,7%,10,-2,6%
O=C(N/N=C/c1cccc2cccnc12)c1ccccc1O,?,-5%,15,-4,1%,-3%,14%,-16,-5,5%
CCOC(=O)CSc1nnc(CNC(=O)Cc2ccccc2)n1C,9%,/,4,-8,-1%,1%,-1%,-5,-4,13%
CCN(CC)C(=O)COc1cc(C)cc2oc(=O)cc(-c3ccccc3)c12,?,-3%,?,-2,-1%,-1%,0%,3,0,1%
COc1ccc(C(=O)OCC(=O)NCC2CCCCC2)cc1S(=O)(=O)N1CCCc2ccccc21,-15%,1%,4,-10,2%,-3%,/,-8,14,6%
COc1ccc(/C=C2\CCc3ccccc3C2=O)c(OC)c1OC,?,0%,?,-17,-1%,27%,6%,-12,4,-5%
CCCCc1cc(=O)oc2c(C)c(OCC(=O)NCc3ccccn3)ccc12,-1%,-6%,6,-5,6%,3%,-4%,-5,49,-1%
CCN(CC)S(=O)(=O)c1ccc(Cl)c(NC(=O)c2ccccc2C)c1,27%,2%,8,9,0%,-3%,-1%,-3,4,-4%
CCN(CC)S(=O)(=O)c1ccc(C)c(NC(=O)Cn2c(=O)cnc3ccccc32)c1,?,0%[46.1 µM],-1,14,-5%,2%,6%,-2,-2,-1%
Fc1ccc(-n2c(=S)[nH]c3cccnc32)cc1,6%,/,-2,17,2%,1%,-6%,16,8,-1%
CCc1ccc(CN(C(=O)c2oc3ccccc3c2C)C2CCS(=O)(=O)C2)cc1 (configuration not stated),?,4%,13,-2,-1%,?,6%,12,-2,-3%
Cc1ccc(S(=O)(=O)NC(=O)c2ccccc2)cc1C(C)C,9%,-1%,5,-22,0%,7%,3%,11,-11,0%
COc1ccccc1NC(=O)CSc1nc2sc(C)c(C)c2c(=O)n1C,15µM*,2%,18,0,1%,6%,4%,-9,-6,12%
CCN1CC(CN(C)Cc2cn(-c3ccc(C)cc3)nc2-c2ccc(F)cc2)CC1=O (configuration not stated),-9%,-32%,9,-10,-5%,0%,7%,17,11,-7%
CN1c2ccc(Cl)cc2C(=O)NC1C1CC=CCC1 (configuration not stated),3%,-6%,11,5,1%,3%,7%,5,-3,-11%
O=c1cc(CSc2ccc(Cl)cc2)nc2nc[nH]n12,2%,2%,-1,-4,3%,1%,17%,-5,-2,17%
O=S(=O)(NCCCN1CCOCC1)c1ccc(Cl)cc1,3%,5%,5,-11,2%,-12%,5%,-8,8,8%
N#Cc1ccc(CSc2nnc(Cc3cccs3)n2Cc2ccco2)cc1,-1%,-3%,1,-4,-1%,-1%,-1%,-20,-12,22%
COC(=O)c1cc(C(=O)c2ccc(Cl)cc2)n2c(=O)/c(=C\N(C)C)sc12,-19%,-1%,25,14,-6%,8%,-1%,11,-3,-2%

3 entries out of the list above, sorted by the value under TSHR antag, high to low.
mol	TCR activator	TRPV1 agonist	TSHR antag	USP2a block	Eya2 inh
CN1c2ccc(Cl)cc2C(=O)NC1C1CC=CCC1 (configuration not stated)	-6%	11	5	1%	-11%
CCc1ccc(CN(C(=O)c2oc3ccccc3c2C)C2CCS(=O)(=O)C2)cc1 (configuration not stated)	4%	13	-2	-1%	-3%
CCN1CC(CN(C)Cc2cn(-c3ccc(C)cc3)nc2-c2ccc(F)cc2)CC1=O (configuration not stated)	-32%	9	-10	-5%	-7%

Going on with the list:
SMILES,ELG1 DNA repair,TCR activator,TRPV1 agonist,TSHR antag,USP2a block,Mito fusion act,AT treatment,KCNH2 3.1 block,KCNH2 WT inh,Eya2 inh
Cc1ccc(-n2nnnc2-c2cccc(C)c2)cc1,-11%,6%,27,-6,-2%,2%,-1%,-42,-1,-10%
COc1ccc2sc3ccccc3c(=O)c2c1,?,1%,7,0,0%,-5%,14%,19,24,-1%
C=CCn1c(=O)c2ccccc2n2c(SCc3nc4ccccc4s3)nnc12,?,4%,8,-5,8%,4%,-5%,-3,-1,6%
O=C(NCc1ccc2c(c1)OCO2)C1CCN(c2nccc(C(F)(F)F)n2)CC1,-2%,-6%,5,-7,0%,1%,-2%,18,-8,-13%
COc1ccc(C(C(=O)NC2CCCCC2)N(Cc2ccco2)C(=O)c2snc(C(N)=O)c2N)cc1 (configuration not stated),?,-4%,11,-2,-1%,7%,-16%,12,7,-18%
COC(=O)c1sccc1NC(=S)N1CCN(c2ccc(F)cc2)CC1,12%,-2%,4,-8,-1%,10%,-1%,11,2,13%
O=C(CCNS(=O)(=O)c1ccc(Br)cc1)NCc1ccc(F)cc1,20%,-5%,-1,3,0%,-5%,6%,16,9,-6%
CCN(CC)c1ccc(C(=O)Nn2c(C)nc3ccccc3c2=O)cc1,-6%,4%,-1,-4,-1%,24%,-5%,-3,-6,?
O=C(O)c1cccc(CSc2nc(-c3ccc(Cl)cc3)cc(C(F)(F)F)n2)c1,-13%,-8%,1,15,1%,-1%,-5%,-6,1,0%
Cn1c(=NC(=O)C2CCN(S(=O)(=O)c3cccs3)CC2)sc2ccccc21,?,4%&5%,-1,14,-4%,-2%,6%,-30&-16,5&-6,-2%
Cc1ccc(NC(=O)CN(C)C(=O)Cn2nnc(-c3ccccc3)n2)cc1,0%,11%,-1,3,-7%,-1%,-4%,1,1,?
O=C(/C=C/c1ccccc1)NCCS(=O)(=O)N1CCN(c2ccccc2)CC1,-6%,-1%,0,-2,0%,3%,0%,-23,9,17%
CCCN(C(=O)c1ccc(N2CCCC2=O)cc1)C1CCS(=O)(=O)C1 (configuration not stated),?,0%,-3,3,1%,-2%,5%,-1,-7,2%
C(=C\n1nnc2ccccc21)/c1ccccn1,?,2%,2,1,1%,-2%,12%,/,/,-2%
COc1ccc(N(C(=O)C(C)C)S(=O)(=O)c2cccs2)cc1,?,/,10,5,-2%,-1%,/,5,-3,-10%
O=C(N/N=C/c1ccc([N+](=O)[O-])cc1)c1cccc2cc[nH]c12,8%,-6%,11,-4,1%,7%,6%,12,/,?
COc1cc(C2CC(=O)c3c(O)cc(O)cc3O2)ccc1O (configuration not stated),-2%,1%,1,8,0%,-1%,4%,9,3,-11%
O=C(CSc1nnc(-c2ccccn2)o1)Nc1ccccc1C(F)(F)F,?,-4%,0,13,0%,-7%,-5%,-3,2,9%
O=C(Cc1ccccc1)N1N=C(c2ccncc2)CC1(O)C(F)(F)F (configuration not stated),4%,-2%,-2,4,1%,1%,0%,-19,-10,-9%
Cc1nnc(-c2ccc(Cl)cc2)[nH]c1=O,5%,-5%,0,-14,1%,1%,6%,1,-2,8%
CN(C)S(=O)(=O)c1ccc(C(=O)OCC(=O)N2CC3(C)CC2CC(C)(C)C3)cc1 (configuration not stated),10%,2%,/,/,-9%,/,5%,-1,-4,-13%
CC1=Nn2c(nnc2-c2ccccc2F)SC1,-7%,6%,2,-3,2%,1%,0%,-15,-5,7%
O=C1C2CC=CCC2C(=O)N1c1ccc(NCCc2ccccc2)c([N+](=O)[O-])c1 (configuration not stated),?,-3%[46.1 µM],0,2,3%,6%,2%,-13,4,1%

Screening results: PubChem, National Center for Advancing Translational Sciences (NCATS)
